MazF activator: increases E. coli MazEF RNase cleavage of RNA. P0AE70. FAM/BHQ RNA-DNA oligo cleavage fluorescence, 5 h. activation, % at 20 µM. 350,000 compounds, 0.32% hits. AID 504720; in the data active = activation above about 50%
Target sequence (P0AE70 whole entry, looked up): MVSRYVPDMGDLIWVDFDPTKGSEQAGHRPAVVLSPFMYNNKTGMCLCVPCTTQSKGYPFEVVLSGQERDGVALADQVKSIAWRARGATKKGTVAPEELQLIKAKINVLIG
BoNT-A LC inh2: BoNT A light chain protease inhibition; 360,000 compounds, 0.17% hits; multiplex microsphere protease substrate cleavage, flow cytometry; inhibition, % at 10 µM; also: plate controls were buffer without enzyme for full effect and enzyme alone for no effect
PrPC TRFRET: inhibitors of human cell surface prion protein PrPC. 370,000 compounds, 0.43% hits. AID 720596. inhibition, % at 13.8 µM. TR-FRET read-out. P04156; in the data active = inhibition above about 24%; also: 0% = median of the test wells and 100% = reference compound wells
3CLpro inhibitor: SARS-CoV 3CLpro protease inhibition. AID 1706. 290,000 compounds, 0.14% hits. inhibition, % at 6 µM. recombinant SARS-CoV 3CLpro, quenched FRET peptide cleavage. P0C6X7; in the data active = inhibition above about 12%
Rv3671c protease: inhibitors of M. tuberculosis serine protease Rv3671c; inhibition, % at 5.96 µM; AID 2606; 320,000 compounds, 0.048% hits; in the data active = inhibition above about 38%;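 also: extracellular domain of Rv3671c used as enzyme; 0% = enzyme with DMSO and 100% = no enzyme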
Target sequence (P9WHR9 whole entry, looked up, the tested form may be a part): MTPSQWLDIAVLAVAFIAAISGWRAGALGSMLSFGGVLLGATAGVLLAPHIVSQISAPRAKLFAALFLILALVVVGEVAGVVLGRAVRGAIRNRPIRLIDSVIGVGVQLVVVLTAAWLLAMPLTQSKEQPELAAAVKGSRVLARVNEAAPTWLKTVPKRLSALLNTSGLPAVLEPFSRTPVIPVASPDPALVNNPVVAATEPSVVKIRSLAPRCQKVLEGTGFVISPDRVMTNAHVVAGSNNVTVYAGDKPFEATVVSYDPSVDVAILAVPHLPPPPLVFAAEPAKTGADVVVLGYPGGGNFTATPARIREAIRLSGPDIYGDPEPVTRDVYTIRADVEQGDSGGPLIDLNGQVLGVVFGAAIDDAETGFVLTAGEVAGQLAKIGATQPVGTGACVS
Anthrax LF inh2: inhibitors of Bacillus anthracis lethal factor protease | multiplex microsphere protease cleavage assay, LF | inhibition, % at 10 µM | P15917 | 360,000 compounds, 0.12% hits; also: plate controls were buffer without enzyme for full effect and enzyme alone for no effect
PriA SSB inh: K. pneumoniae PriA-SSBct interaction inhibition. AlphaScreen SSBct-PriA binding, biotinylated peptide. inhibition, % at 33 µM. 430,000 compounds, 0.6% hits. AID 1272365; in the data active = inhibition mostly above about 37%, no sharp cut-off; inactive = mostly below about 20%;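 also: plate controls were negative control peptide for no effect and reference peptide for full effect; strong numbers were not always called active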
DUSP3 inh: blocks human VHR1 dual specificity phosphatase; recombinant VHR phosphatase, pNPP absorbance; inhibition, % at 13.3 µM; AID 1654; 290,000 compounds, 0.52% hits; in the data active = inhibition above about 50%; also: some compounds called inactive have numbers as strong as hits
Target sequence (P51452 whole entry, looked up): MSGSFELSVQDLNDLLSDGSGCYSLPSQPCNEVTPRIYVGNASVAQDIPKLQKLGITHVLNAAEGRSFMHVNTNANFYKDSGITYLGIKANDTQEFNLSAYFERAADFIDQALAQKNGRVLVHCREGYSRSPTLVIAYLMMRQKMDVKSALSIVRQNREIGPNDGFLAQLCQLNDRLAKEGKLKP
CCHFV vOTU inh: blocks the CCHF virus ovarian tumor domain protease; CCHFV vOTU protease, Pep-AMC fluorescence; inhibition, % at 11.5 µM; 370,000 compounds, 0.55% hits; AID 651958; in the data active = inhibition above about 30%; also: 0% = vehicle wells with enzyme and 100% = no enzyme wells
BoNT-F LC inh: blocks Botulinum neurotoxin F light chain protease; Multiplex microsphere protease cleavage assay, flow cytometry; inhibition, % at 10 µM; 360,000 compounds, 0.22% hits; in the data active = inhibition above about 35%, passing the limit was not always enough; inconclusive = no clear call, values can overlap the other calls; also: plate controls were buffer without enzyme for full effect and enzyme alone for no effect
* = called active by the depositor; i = inactive; ? = inconclusive; . = no result given; & = joins results of further samples. Rule as the data show it, unless noted: active = inhibition above about 30%; inconclusive = no clear call, values can overlap the other calls; inactive = below that. Some of the compounds tested, so the mix of outcomes need not match the whole.

Start of the data: the first four entries, ahead of the listing:
SMILES	MazF activator	BoNT-A LC inh2	PrPC TRFRET	3CLpro inhibitor	Rv3671c protease	Anthrax LF inh2	PriA SSB inh	DUSP3 inh	CCHFV vOTU inh	BoNT-F LC inh
COc1ccc(-c2ccc(-c3noc(C(C)C)n3)c(OC)n2)cc1	0	.	-1	4	-6	.	-48	-2	-38	.
Cc1ccc(S(=O)(=O)/N=C(/Nc2nc(C)cc(C)n2)N2CCOCC2)cc1	2	0.9	-2	-1	4	-3	.	23	-9	-3
COc1ccc(OC)c(S(=O)(=O)N2CCC(C(=O)N3CCN(c4ccc(F)cc4)CC3)CC2)c1	7	-1.5	-4	-2	.	-1	6	19	-4	4
CCOC(=O)C1=CCC(c2ccco2)N(S(=O)(=O)c2ccc(C)cc2)C1 (centres undefined)	.	-0.5	5	.	.	-6	.	.	6	-7

All compounds of this part, repeating the preview:
SMILES	MazF activator	BoNT-A LC inh2	PrPC TRFRET	3CLpro inhibitor	Rv3671c protease	Anthrax LF inh2	PriA SSB inh	DUSP3 inh	CCHFV vOTU inh	BoNT-F LC inh
COc1ccc(-c2ccc(-c3noc(C(C)C)n3)c(OC)n2)cc1	0	.	-1	4	-6	.	-48	-2	-38	.
Cc1ccc(S(=O)(=O)/N=C(/Nc2nc(C)cc(C)n2)N2CCOCC2)cc1	2	0.9	-2	-1	4	-3	.	23	-9	-3
COc1ccc(OC)c(S(=O)(=O)N2CCC(C(=O)N3CCN(c4ccc(F)cc4)CC3)CC2)c1	7	-1.5	-4	-2	.	-1	6	19	-4	4
CCOC(=O)C1=CCC(c2ccco2)N(S(=O)(=O)c2ccc(C)cc2)C1 (centres undefined)	.	-0.5	5	.	.	-6	.	.	6	-7
Cc1ccc(OCc2nnc(SCC(=O)NC3CCCCC3)n2C)cc1	5	0.2	7	.	-4	2	-6	27	3	-1
COc1ccc(N2CC(C(=O)NCCc3ccc(OC)c(OC)c3)CC2=O)cc1 (centres undefined)	4	-0.1	-5	-1	1	-4	-1	22	-8	-5
O=C(c1cc(-c2cccnc2)nc2ccc(Cl)cc12)N1CCC2(CC1)OCCO2	-5	0.8	-4	-4	-4	0	-3	13	1	3
COc1ccc(C2NC(=O)NC(C)=C2C(=O)OCC2CCCCC2)cc1OC (centres undefined)	3	-0.6	9	-1	2	-10	2	-2	15	-19
O=C(CSc1nc(-c2ccccc2)cc(=O)[nH]1)NCc1ccc2c(c1)OCO2	5	-0.5	2	4	0	-3	-5&-16	6	7	24
CSc1nnnn1-c1ccc(C)c(Cl)c1	3	1.0	-2	4	0	-4	-5	-7	-2	-5
Cc1c(Cl)cccc1NC(=O)Cn1nnc(C(=O)NCc2cccs2)c1N	-11	0.1	8	3	6	-2	-12	2	2	1
CCCc1nc(NCc2ccco2)c(C#N)c2c1COC(C)(C)C2	-6	-0.4	-3	-6	2	-5	-13	12	-1	-2
Clc1ccc(-c2nnc(-c3ccccc3)o2)cn1	7	-1.1	8	-3	.	2	-8	24	-4	-5
Cc1n[nH]c(=O)nc1N/N=C/c1cccs1	2	-1.7	1	1	-10	-2	.	21	15	-4
C=CCSc1nc2c(c(=O)[nH]1)C(C(C)C)C(C#N)=C(N)O2 (centres undefined)	-6	-0.2	3	-2	0	0	1	34	1	-7

Reformatted with two lines to a compound: two of the compounds above.
Results follow in this order: MazF activator | BoNT-A LC inh2 | PrPC TRFRET | 3CLpro inhibitor | Rv3671c protease | Anthrax LF inh2 | PriA SSB inh | DUSP3 inh | CCHFV vOTU inh | BoNT-F LC inh
O=C(CSc1nc(-c2ccccc2)cc(=O)[nH]1)NCc1ccc2c(c1)OCO2
    5 | -0.5 | 2 | 4 | 0 | -3 | -5&-16 | 6 | 7 | 24
Cc1ccc(OCc2nnc(SCC(=O)NC3CCCCC3)n2C)cc1
    5 | 0.2 | 7 | . | -4 | 2 | -6 | 27 | 3 | -1

Next structures follow.
SMILES	MazF activator	BoNT-A LC inh2	PrPC TRFRET	3CLpro inhibitor	Rv3671c protease	Anthrax LF inh2	PriA SSB inh	DUSP3 inh	CCHFV vOTU inh	BoNT-F LC inh
Cc1cc2c(SCC(=O)NCC3CCCO3)ncnc2s1 (centres undefined)	2	-1.7	-3	8	.	0	0&-7	-7	8	-4
COc1cccc(/C=C/c2nc3c(cnn3-c3ccccc3)c(=O)[nH]2)c1	-16	0.2	0	1	-15	-13	3	9	-1	4
CC1=CC(c2ccc(Cl)cc2)n2nc(NC(=O)CCCC(=O)O)nc2N1 (centres undefined)	3	-5.8	-1	4	4	-6	1	6	-162	?
Cc1ccc(C(=O)N(CC(=O)NC2CCCC2)c2ccccc2Cl)s1	1	-1.1	0	3	5	0	-1	-3	11	-2
Cc1cccc(NC(=O)CSc2nc3c(c(=O)[nH]2)CCCC3)c1C	-5	-0.6	-2	-5	0	2	-5	20	7	-6
O=c1oc2ccccc2cc1-c1csc(NN=C2CCCCC2)n1	-2	4.4	-6	7	-3	1	-5	22	-2	-13
Nc1cc(Cl)ccc1N1CCCCC1	5	-0.5	2	-1	1	-2	5	-4	7	-5
CC1CC(=O)c2cc(-c3ccccc3)oc2C1 (centres undefined)	3	-0.4	7	.	.	-4	.	.	12	-1
CN1CCN(/N=C/c2c(O)n(Cc3ccc(F)cc3)c(=O)[nH]c2=O)CC1	4	1.2	-4	-2	-2	4	.	26	-3	9
COc1ccc(C2CC(=O)c3cnn(-c4nc(C)cc(C)n4)c3C2)cc1OC (centres undefined)	10	-0.2	5	-4	5	3	2	17	11	?
CC[C@@]1(C(=O)OC)N[C@H](CN(C)C(=O)Nc2ccccc2)[C@@H]2C(=O)N(Cc3ccccc3)C(=O)[C@@H]21	5	0.0	0	.	-1	-10	-1	.	13	-4
S=C(NCCCN1CCOCC1)Nc1ccc(Cl)c(Cl)c1	-3	0.3	2	-4	6	2	-3	19	9	2
COc1ccccc1OCCNC(=O)C1CCN(C(C)=O)CC1	11	-15	6	1	0	-4	-17	26	-1	-34
CCC(=O)c1ccc(OCC(O)CNCc2ccc(F)cc2)cc1 (centres undefined)	-11	-1.4	1	-7	1	-1	6	30	12	-11
S=C(NCC1CCCCC1)Nc1cccnc1	7	-1.4	-4	-7	-3	-4	3	-12	9	-11
O=C(Nc1cccc(C(=O)NC2CCCCC2)c1)c1ccccc1	-4	0.2	-8	1	-3	-3	2	2	6	2
CCOc1ccc(NC(=O)CN(C)C(=O)CN2C(=O)C3CCCCC3C2=O)cc1OCC (centres undefined)	6	-3.3	8	.	-25	5	0	.	-6	-7
CCCN(CCC)S(=O)(=O)c1ccc(NC(=O)c2cc(C(=O)OC)cc([N+](=O)[O-])c2)cc1	-6	0.1	-5	-2	-9	-8	-5	10	-1	-2
O=C1CSC(c2ccccn2)N1c1ccccc1 (centres undefined)	0	2.1	7	-1	6	0	-27	10	11	6
COCCNC(=S)N1CCN(c2nc(-c3ccc(Cl)cc3)cs2)CC1	10	0.2	1	0	-3	0	-3	17	-12	22
O=C(CN1CCN(Cc2ccccc2Cl)CC1)N/N=C/c1cccs1	6	-4.2	6	-1	8	1	i	21	-2	?
O=C(NCc1ccc2c(c1)OCO2)c1cc(-c2ccccc2)nn1CC1CC(c2cccnc2)=NO1 (centres undefined)	2	0.0	-5	.	-5	-5	3	.	-2	-1
Cc1ccc(C(=O)Nc2nc(-c3ccccc3)c(-c3ccccc3)o2)cc1	0	-0.7	2	6	2	-1	31	12	7	-2
O=C(C1=C(O)C(=O)N(CCc2ccccc2)C1c1cccnc1)c1ccco1 (centres undefined)	1	0.1	3	0	-16	0	8	18	21	10
CCCCN(CC)CCCNC(=O)C1CCN(c2ncnc3c2sc2cccc(F)c23)CC1	17	1.0	-8	-4	-1	-2	1	-3	2	0
CCOC(=O)N1CCN(C2=C(NS(=O)(=O)c3ccccc3)C(=O)c3ccccc3C2=O)CC1	4	-0.8	-47	0	1	-2	2	-18	89*	1
CCOC(=O)Cc1nnc(Nc2cccc(C)c2)c2ccccc12	4	-0.5	5	-7	4	-7	2	-2	19	-5
O=C(/C=C/c1ccc([N+](=O)[O-])cc1)c1ccccc(=O)c1O	1	1.0	-8	.	.	-2	-4	.	14	-6
Cc1ccc(S(=O)(=O)N2CCC(C(=O)NNC(=O)c3ccncc3)CC2)cc1	-3	-1.2	-1	0	3	-8	-10	-6	12	-4
O=C(Nc1ccc(OC(F)(F)F)cc1)Nc1cccc([N+](=O)[O-])c1	20	-0.6	26*	2	-174	0	-8	-18	-9	-19
CC(=O)C1(C)C(=O)N(c2ccc(F)cc2)C(=O)N1c1ccc(F)cc1 (centres undefined)	9	0.4	-1	.	.	-1	-18	.	26	-1
CCOc1ccc2c(CC)cc(=O)oc2c1OCC	2	-0.3	19	0	0	-2	-4	-5	-7	-3
CN(CC(=O)Nc1ccc(N2CCOCC2)cc1)C(=O)CCCOc1ccc(Cl)cc1Cl	-1	-0.4	8	.	7	4	13	.	1	-1
COc1ccc(S(=O)(=O)N2CCN(C)CC2c2ccccc2)cc1 (centres undefined)	3	-0.5	3	.	0	-4	2	.	10	-3
O=C(NN1CCN(Cc2ccccc2)CC1)c1ccc(Cl)cc1	4	-0.5	4	-3	-4	-5	-9	14	5	-6
COCCNC(=O)c1cc2nc(-c3ccccc3)cc(C)n2n1	5	0.8	-16	-3	7	-1	-3	30	-8	0
COc1ccc(/C=N\NC(=O)c2ccc(Cn3cc(Br)c([N+](=O)[O-])n3)o2)c(OC)c1C	5	-2.1	-6	6	2	2	.	16	-6	-17
O=C(Nc1cnc2ccccc2c1)C1COc2ccccc2O1 (centres undefined)	-7	-0.3	9	-2	2	-7	6	23	-11	-3
CN(CCOc1ccccc1)C(=O)c1ccc(OC2CCN(C(=O)C3CC3)CC2)cc1	3	0.0	10	0	3	-1	0	4	-11	2
Cc1occc(=O)c1OCc1ccc(F)cc1	0	-1.7	8	0	-4	12	-14	-2	-4	-4
O=c1c(/C=N/Nc2ccccc2)c(Sc2nnnn2-c2ccccc2)nc2ccccn12	-130	0.8	5	-6	.	0	.	23	-6	11
CCn1c(SCC(=O)Nc2ccc3c(c2)OCCO3)nnc1-c1ccncc1	12	-0.4	-6	-3	1	-10	-8	25	0	-18
O=C1NC2=C(C(=O)CCC2)C(c2cccc([N+](=O)[O-])c2)N1 (centres undefined)	9	-1.6	-17	6	.	21	-1	9	22	13
CSc1cccc(NC(=O)CN(c2cccc(C)c2)S(C)(=O)=O)c1	-7	-2.7	-4	1	-4	?	-5	20	-2	8
OC(c1cc(-c2ccc(Cl)cc2)nc2ccccc12)C1CCCCN1 (centres undefined)	20	-2.9	-9	-5	-9	0	3	22	6	-22
CC(=O)N1CCc2c(sc(NC(=O)Cc3ccccc3)c2C#N)C1	6	-0.2	-1	0	-7	0	2	12	-12	1
CCN1CCOC(c2ccccc2)C1 (centres undefined)	1	0.2	9	.	.	0	6	.	-27	3
COc1ccccc1N=C1SCC(=O)N1c1ccccc1OC	-2	-0.9	1	-2	2	0	-23	-3	-11	-4
COc1ccccc1N(CC(=O)Nc1c(C)n(C)n(-c2ccccc2)c1=O)S(=O)(=O)c1ccccc1	12	0.0	0	.	.	-4	-5	.	-3	0
COC(=O)CSC1=C(C#N)C(c2sccc2C)CC(=O)N1 (centres undefined)	1	0.9	0	4	-7	4	-2	13	5	1
O=C(OCC(=O)N1CCc2ccccc21)c1cccnc1	1	-0.1	1	2	6	-3	4	8	-12	-10
Cc1ccc(S(=O)(=O)NC(Cc2ccc(Cl)cc2)C(=O)O)cc1 (centres undefined)	0	0.1	5	-1	6	0	-2	12	6	14
Cc1csc(NC(=O)C2CCN(C(=O)CSc3nnc(C)n3Cc3ccccc3)CC2)n1	1	?	7	-5	4	1	3	50	-3	-6
FC(F)(F)c1ccc(/C=N/n2c(C3CCCCC3)n[nH]c2=S)cc1	-3	-0.7	1	3	4	-10	.	-1	16	-2
CN(C)c1ccc(CN(CC2CCCO2)C(=O)c2cccs2)cc1 (centres undefined)	-3	0.9	-6	-3	-12	-2	16	24	-9	4
CCN(CC(=O)Nc1ccccc1C(F)(F)F)C(=O)Cc1ccc2c(c1)CCC2	1	-0.5	-2	.	12	-2	-8	.	9	-8
